# Cdc25B inh = human M-phase inducer phosphatase 2 inhibition; P30305; 65,000 compounds, 0.1% hits; inhibition, %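 (compounds tested at 10 µM final in the well)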; recombinant Cdc25B, OMFP fluorescence Ex485/Em525; in the data active means inhibition above about 50%
# Target sequence (P30305 whole entry, looked up): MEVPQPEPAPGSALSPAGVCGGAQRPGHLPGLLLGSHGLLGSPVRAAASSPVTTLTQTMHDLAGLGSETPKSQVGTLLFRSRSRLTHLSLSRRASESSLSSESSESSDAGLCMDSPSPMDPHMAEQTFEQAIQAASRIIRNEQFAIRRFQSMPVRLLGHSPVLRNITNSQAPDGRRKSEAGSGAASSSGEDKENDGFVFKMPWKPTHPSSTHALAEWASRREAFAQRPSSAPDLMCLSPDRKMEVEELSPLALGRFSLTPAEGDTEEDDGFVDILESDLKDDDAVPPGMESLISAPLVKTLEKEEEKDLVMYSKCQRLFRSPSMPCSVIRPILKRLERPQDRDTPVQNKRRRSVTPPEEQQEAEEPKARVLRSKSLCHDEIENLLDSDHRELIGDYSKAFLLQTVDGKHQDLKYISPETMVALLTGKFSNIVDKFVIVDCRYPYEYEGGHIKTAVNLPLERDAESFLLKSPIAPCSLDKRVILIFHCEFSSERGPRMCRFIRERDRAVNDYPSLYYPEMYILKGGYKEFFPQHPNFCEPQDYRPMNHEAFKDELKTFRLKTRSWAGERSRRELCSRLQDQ
# MMP13 inh = blocks human MMP13 activity; P45452; MMP-13 fTHP FRET cleavage, Mca fluorescence; inhibition, % at 4 µM; 65,000 compounds, 0.07% hits;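 active means inhibition above the mean of compound-free control plate wells plus 3 SD, cut at about 14% in these data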;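 further: 0% = DMSO wells and 100% = wells with reference MMP-13 inhibitor after basal subtraction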
# ROCK2 inh = inhibitors of human Rho kinase 2 | O75116 | purified ROCK2, Kinase-Glo ATP depletion luminescence | inhibition, % at 6 µM | 60,000 compounds, 0.35% hits | AID 604;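 active means inhibition above the screen-wide mean inhibition plus 3 SD, cut at about 18% in these data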;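 further: plate controls were DMSO wells for no effect and Y-27632 control wells after no-enzyme background subtraction for full effect; many of its hits are not listed in these tables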
# HEK293 NFkB inh = lowers PMA/ionomycin-induced NF-kB signal in HEK293 cells. HEK-293 NF-kB luciferase reporter, luminescence. inhibition, % at 3 µM. 62,000 compounds, 0.21% hits. AID 465;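 active means inhibition above the mean of all tested compounds plus 3 SD, cut at about 40% in these data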;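 further: 0% = stimulated DMSO wells and 100% = 10 µM reference inhibitor 5653914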
#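 Timing: 1 h pretreatment, 16 h stimulation, 37 °C; system: HEK-293 cells with stable firefly luciferase reporter driven by four HIV NF-kB elements; doses: 3 µM once, 0.30% DMSO; measured by: luciferase luminescence; control set: DMSO and 10 µM reference inhibitor; repeats: single test; reagent: PMA plus ionomycin mix as NF-kB-activating stimulus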
# Jurkat tox 60K = reduces viability or proliferation of Jurkat cells. Jurkat E6.1 viability, ATP luminescence, 48 h. inhibition, % at 4 µM. 56,000 compounds, 1.2% hits;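 active means inhibition above the mean inhibition of all tested compounds plus 3 SD, cut at about 28% in these data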
# MKP-1 inh = human dual specificity phosphatase 1 inhibition; P28562; recombinant MKP-1, OMFP hydrolysis fluorescence; inhibition, %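 (compounds tested at a single concentration somewhere between 10 and 100 µM)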; 65,000 compounds, 0.15% hits;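 active means inhibition above about 50%, limit read from the data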;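 further: 0% = DMSO max control wells and 100% = wells with enzyme stopped by NaOH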
# JNK3 blocker = inhibitors of human JNK3 kinase; purified JNK3 kinase activity, HTS; inhibition, % at 8 µM; P53779; 60,000 compounds, 0.61% hits; in the data active means inhibition above about 17%;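 further: 0% = DMSO and 100% = reference inhibitor; many of its hits are not listed in these tables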
# PKA inh = PKA (human) kinase inhibition; P17612; PKA Kemptide phosphorylation, Kinase-Glo ATP luminescence; inhibition, % at 6 µM; 65,000 compounds, 0.1% hits;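 active means inhibition above the screen-wide mean inhibition plus 3 SD, cut at about 21% in these data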; further: many of its hits are not listed in these tables
# TNAP act mid DEA = human TNAP activation, intermediate phosphate acceptor; P05186; purified TNAP, CDP-star luminescence, 100 mM DEA, 30 min; hits give high values; scale: 0 levamisole-inhibited, 1 vehicle-only enzyme; activation factor at 20 µM; 64,000 tested, under 10 active; AID 813;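 active means activation factor of at least 2 at 20 µM, relative to controls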
# Target sequence (P05186 whole entry, looked up): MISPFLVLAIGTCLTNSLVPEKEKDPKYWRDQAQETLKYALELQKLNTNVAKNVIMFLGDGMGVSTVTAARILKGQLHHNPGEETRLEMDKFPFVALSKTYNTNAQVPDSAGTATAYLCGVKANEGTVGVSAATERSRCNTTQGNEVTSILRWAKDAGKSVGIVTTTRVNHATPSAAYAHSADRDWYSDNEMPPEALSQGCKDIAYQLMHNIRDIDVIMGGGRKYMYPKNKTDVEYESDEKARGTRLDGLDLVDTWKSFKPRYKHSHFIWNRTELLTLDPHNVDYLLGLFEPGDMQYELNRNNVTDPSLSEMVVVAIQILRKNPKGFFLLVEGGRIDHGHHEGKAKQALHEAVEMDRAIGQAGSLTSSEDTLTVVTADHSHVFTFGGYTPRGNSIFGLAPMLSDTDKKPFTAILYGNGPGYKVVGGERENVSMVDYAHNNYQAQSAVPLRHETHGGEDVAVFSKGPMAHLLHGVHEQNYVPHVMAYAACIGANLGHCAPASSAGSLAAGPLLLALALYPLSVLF
# Numbers without * were called inactive; i = inactive; . = not tested or not shown; [ ] = dose if it differs, or a comment.
SMILES,Cdc25B inh,MMP13 inh,ROCK2 inh,HEK293 NFkB inh,Jurkat tox 60K,MKP-1 inh,JNK3 blocker,PKA inh,TNAP act mid DEA
O=c1oc2c(CN3CCOCC3)c(O)ccc2c2c1CCCC2,-12,i[fluorescence artefact?],0,16,-4,14,-4,2,0.9
COc1cc(CNC2CCC(C)C2)cc(OC)c1 (configuration not stated),-8,5,-5,26,11,3,-3,-8,0.9
CC1(C)Cc2c(c(N3CCOCC3)nc3snc(Br)c23)CO1,-37,3,-10,.,.,-24,13,4,1
O=C(O)C1C2CCC(C2)C1C(=O)Nc1nc2ccccc2s1 (configuration not stated),-1,6,-3,10,-2,4,-5,-4,0.9
Cc1c(NC(=O)Cn2nc(C(F)(F)F)c3c2CCCC3)c(=O)n(-c2ccccc2)n1C,-14,3,5,-5,4,-2,2,1,0.9
O=C(NC1CC1)c1cc2c(s1)-c1ccccc1OC2,-5,i[fluorescence artefact?],2,-5,38*,0,-6,0,0.9
O=C(Nc1nccs1)C1C2CC3OC(=O)C1C3C2 (configuration not stated),-1,0,-1,4,0,7,3,0,1.3
Cc1cccc(-c2nnc(NC(=O)c3ccc(Cl)cc3)o2)c1,8,1,4,-3,-6,2,-1,7,1
O=C(c1ccccc1)N1CCN(C(=O)c2ccccc2Br)CC1,-6,2,4,16,-6,7,-1,11,1
CCCc1cc(NCCN2CCOCC2)n2c(nc3ccccc32)c1C#N,0,-93[fluorescence artefact?],1,.,.,-23,6,-2,1
CC(=O)N1CCc2cc(S(=O)(=O)NC3CCCc4ccccc43)ccc21 (configuration not stated),13,-2,.,31,.,17,.,5,0.9
O=C(Nc1ccc(CN2CCOCC2)cc1)c1cccc(F)c1,-17,1,5,-26,-2,-2,1,13,0.9
CC(=O)Nc1c(C(=O)N2CCN(c3ncccn3)CC2)cnn1-c1ccccc1Cl,-1,0,1,3,0,10,2,-4,0.9
CC1CN(C(=O)CSc2nnc(-c3ccncc3)n2-c2ccccc2)CC(C)O1 (configuration not stated),-5,3,5,15,-1,-1,0,14,0.9
COc1cc2c(cc1OC)C(C(=O)NCCN1CCOCC1)C1c3ccccc3CCN1C2=O (configuration not stated),5,2,1,-12,-7,1,-4,10,0.9
Cc1cc(NC(=O)CCC(=O)N(CCC(C)C)C(C(=O)NC2CCCC2)c2cccnc2)no1 (configuration not stated),-22,4,1,20,-3,5,-4,6,1
COc1ccc(NS(=O)(=O)c2cc(OC)ccc2NC(=O)c2cc(C)oc2C)cc1,-5,5,4,38,94*,13,4,1,0.9
COc1ccc2[nH]c(O)c(NC(C)=O)c2c1,8,-6,9,1,-5,2,0,7,0.8
CCn1cc(Br)c(C(=O)Nc2cccc(Cl)c2)n1,-15,4,2,-2,0,0,5,6,0.9
CCOC(=O)N1CCN(C(=O)Cn2c(=O)sc3ccccc32)CC1,-10,3,.,22,.,7,.,2,0.9
COCCOC(=O)c1c(C)oc2ccc(NS(=O)(=O)c3ccc(C(=O)O)cc3)cc12,8,2,0,10,-1,30,-2,-1,.
CCC1(CC)C(=O)NC(=O)NC1=NCCc1ccc(O)cc1,12,6,3,6,-3,2,-1,2,1
CCOC(=O)/C(C#N)=C1/SC(CCO)C(=O)N1c1ccccc1 (configuration not stated),-8,4,-12,.,.,-6,11,0,0.8
COc1cc(NC(=O)C2CCCCN2)ccc1OCC(C)C (configuration not stated),5,3,0,10,1,-10,-4,4,0.9
Cc1ccc(-c2nnn(CC(=O)N3CCN(c4ccccc4)CC3)n2)o1,-6,-1,2,11,2,15,-2,13,1
O=C(CSc1nnnn1-c1ccccc1)NC(=O)Nc1ccc2c(c1)OCCO2,-17,4,.,-9,.,7,.,1,0.8
O=C(Nc1ccc(O)cc1)c1ccc(C(=O)c2ccccc2)o1,5,8,9,13,15,17,2,0,0.9
CC1(C)Cc2c(sc3c2c(=N)n(Cc2ccco2)c(=O)n3Cc2ccc(Cl)cc2)CO1,7,2,.,20,.,10,.,2,0.9
Cc1ccc(S(=O)(=O)CC(=O)N2CCCC2)cc1,-5,1,.,17,.,5,.,2,0.9
CCN(CC)S(=O)(=O)c1cccc(-c2nnc(SCC(N)=O)n2CCc2ccccc2)c1,-19,3,-3,15,5,6,4,5,0.9

# Brought forward from above: four entries, followed by the next part.
SMILES,Cdc25B inh,MMP13 inh,ROCK2 inh,HEK293 NFkB inh,Jurkat tox 60K,MKP-1 inh,JNK3 blocker,PKA inh,TNAP act mid DEA
O=C(Nc1ccc(O)cc1)c1ccc(C(=O)c2ccccc2)o1,5,8,9,13,15,17,2,0,0.9
CC1(C)Cc2c(sc3c2c(=N)n(Cc2ccco2)c(=O)n3Cc2ccc(Cl)cc2)CO1,7,2,.,20,.,10,.,2,0.9
Cc1ccc(S(=O)(=O)CC(=O)N2CCCC2)cc1,-5,1,.,17,.,5,.,2,0.9
CCN(CC)S(=O)(=O)c1cccc(-c2nnc(SCC(N)=O)n2CCc2ccccc2)c1,-19,3,-3,15,5,6,4,5,0.9
O=C(CSc1nnc(CNc2ccc(Cl)cc2)o1)Nc1nc2ccccc2s1,3,2,3,1,0,23,-3,-4,0.9
COc1ccc(CCNC(=O)C2CCN(S(=O)(=O)N3CCOCC3)CC2)cc1OC,0,9,4,-8,0,-5,0,14,0.9
Cc1cccn2c(=O)c3cc(C#N)c(=O)n(Cc4cccnc4)c3nc12,6,-151[fluorescence artefact?],4,3,-6,27,4,2,0.9
CCCCC(C(=O)O)C(C)CC(=O)Nc1cccc(C(=O)O)c1 (configuration not stated),3,-2,1,.,.,-32,-1,3,0.9
CC(C)(C)NS(=O)(=O)c1ccc(NS(=O)(=O)c2ccc(F)cc2)cc1,-15,-7,6,14,0,9,4,7,0.9
COc1cccc(CN2C(=O)CCC2(C)C(=O)NC2CCCCCC2)c1 (configuration not stated),-12,0,2,12,-13,10,0,8,0.9
COc1nnc(-c2ccc(C)c(S(=O)(=O)NCCO)c2)c2ccccc12,0,2,-2,18,10,5,4,-4,0.9
CC12CN3CC(C)(CN(C1)C3c1ccc(Cl)cc1Cl)C2O (configuration not stated),-32,3,-6,.,.,-25,-3,6,1
COC(=O)c1ccccc1NC(=O)CSc1ccccc1,-11,-10,6,-5,-5,-3,15,12,0.9
Nn1c(SCC(=O)Nc2cccc(F)c2)nnc1C1CCCCC1,0,3,0,7,-2,-5,1,-9,0.9
COc1ccc(C(CC(=O)O)NC(=O)COc2ccccc2)cc1 (configuration not stated),5,-1,8,2,-7,-8,0,10,1
CCOc1ccc(NC(=O)CN(c2cc(C)cc(C)c2)S(=O)(=O)c2c(C)noc2C)cc1,-10,2,5,17,-5,-11,4,6,0.9
O=C(NCc1ccc(N2CCCC2=O)cc1)c1cn(Cc2ccccc2)nn1,2,-2,-4,-1,-2,9,3,6,1
O=c1cc(O)n(-c2ccccc2F)c(=S)[nH]1,0,3,-2,0,-7,1,-9,6,0.9
O=C1c2ccccc2C(=O)N1CC(O)Cn1nnc2ccccc21 (configuration not stated),7,-3,2,8,-2,2,-2,2,0.9
CC(=O)N(c1ccc(Br)cc1)C1C=CS(=O)(=O)C1 (configuration not stated),-1,0,8,10,-3,-5,2,5,0.8
O=S(=O)(NCc1ccccn1)c1ccc(Br)s1,0,0,1,15,1,-18,0,-1,0.9
CC1(C)NC(=O)N(CC(O)COc2ccc(-c3ccc(C#N)cc3)cc2)C1=O (configuration not stated),-4,-154[fluorescence artefact?],0,14,8,5,-3,0,1
CCCCCCn1c(NCC)nc2c1c(=O)[nH]c(=O)n2C,-2,6,-3,12,-1,-30,-9,-2,0.9
Cc1ccc(C2N(c3ccc(Cl)c(Cl)c3)C(=O)C3CCCN32)o1 (configuration not stated),2,5,5,6,-6,3,-7,10,0.9
O=C(NCCc1ccccc1)c1cnc2sccn2c1=O,1,-14,1,-12,1,-6,-3,0,0.9
CCOCCn1c(SC)nc2c1c(=O)[nH]c(=O)n2C,0,1,-3,.,.,-29,-8,-3,1
Cc1cc(Cl)c(S(=O)(=O)N2CCSCC2)cc1OCC(N)=O,-10,3,4,3,2,-8,-4,6,1
O=C(c1nn2c(C(F)(F)F)cc(-c3ccco3)nc2c1Br)N1CCCc2ccccc21,-2,-1,10,22,-2,25,-7,4,0.9
COCCCNC(=O)c1cc2c(=O)n(C)c3ccccc3c2n1C,-5,-18,2,2,15,-2,5,6,0.9
Cc1ccc(-n2nc3c(c2NC(=O)c2c(-c4ccccc4Cl)noc2C)CS(=O)(=O)C3)c(C)c1,-1,1,.,12,.,28,.,6,0.9
CCCC(=O)Nc1ccc(NC(=O)CCc2ccccc2)cn1,1,3,1,-10,8,7,-6,4,0.8
Nc1ccc(C(=O)OCCCc2nc3ccccc3[nH]2)cc1,-2,1,-4,6,5,4,-5,-2,0.8
C=CCSC1=N/C(=C\C=C\c2ccco2)C(=O)S1,1,-1,4,14,-4,9,9,13,0.8
CCOC(=O)N1CCN(c2ccc(Cl)c(Cl)c2)CC1,-6,2,15,4,1,8,-1,14,0.9
O=c1c2c(-c3ccccc3)csc2nc2n1CCC2,-4,3,4,8,-5,-6,0,1,0.8
COc1cccc(C2NC(CCSC)(C(=O)O)C3C(=O)N(C(C)C)C(=O)C23)c1O (configuration not stated),-3,-5,-4,-8,-3,5,-5,10,0.9
Cc1cnc(C(=O)OCC(=O)NC(=O)NC(C)C)cn1,-18,-6,-1,21,-4,27,1,-4,0.9
CCCCn1c(CN2CCN(C(=O)OCC)CC2)nc2c1c(=O)n(C)c(=O)n2C,-4,2,5,-2,7,-30,-2,8,0.9
COc1ccc(Cl)cc1-c1nc(-c2ccc(Br)o2)no1,3,8,3,10,-6,4,4,-2,0.9
O=C(c1cccc(F)c1)N1CCN(C(=O)C2CC2)CC1,-10,3,0,2,4,-8,7,8,1
CC1=C(C)SC(=C(C#N)c2nnc(N3CCOCC3)n2-c2ccccc2)S1,4,0,-1,14,-2,-3,-9,14,0.8
O=C(c1ccco1)N1CCN(C(=O)c2oc(=O)c3ccccc3c2-c2ccccc2)CC1,-9,-10,6,-1,1,7,-12,8,0.9
CCN1CCN(CCCNC(=O)Cn2cc3c(n2)CCCC3)CC1,9,-4,6,3,0,6,-4,9,0.9
O=C(Nc1nc2c(s1)C(=O)CCC2)c1ccccc1,-7,3,-5,-50,7,-6,-8,-1,1
O=CNC1CCCc2c1[nH]c1ccc(Cl)cc21 (configuration not stated),-8,-23,7,5,10,7,-1,9,0.9
COCCOC(=O)C1=C(C)NC2=C(C(=O)CCC2)C1c1ccc2c(c1)OCO2 (configuration not stated),-9,-21,6,4,-6,2,1,8,1
CCN1CCN(C(c2cccs2)C(C)NS(=O)(=O)c2ccc(Br)cc2)CC1 (configuration not stated),-5,-4,.,10,.,27,.,6,0.9
CCOc1cccc(C(=O)Nc2cccnc2)c1,-11,1,5,5,-7,-2,11,10,1.1
COc1ccc(/C=N/n2cnnc2SCc2ccc(OC)cc2)cc1,-12,4,5,-5,0,0,-3,10,0.8
CN(CC(=O)N1CCN(C2CCCCC2)CC1)S(=O)(=O)c1cccc2nsnc12,2,3,-3,17,3,8,4,3,1
Cc1cccc(NC(=O)c2sc3nc(-c4ccccc4)cn3c2C)n1,-27,-9,2,8,10,26,-2,6,.
Cn1nc(-c2ccc(N3CCOCC3)c(NC(=O)COc3ccccc3)c2)c2ccccc2c1=O,-4,2,8,36,-5,14,-1,9,1
CC(C)c1ccc(OC(=O)NCCO)cc1,-2,-2,2,3,6,11,-4,-4,0.9
COc1ccc(O)c(C(=O)CC(=O)c2ccc(F)cc2)c1,-7,-49,1,-34,24,-6,-1,8,0.9

# Assay outcomes from PubChem BioAssay.
